Assay outcomes (PubChem)
Wee1 stabilizer = blocks degradation of human Wee1 kinase. HeLa Luc-Wee1K328M stability, luciferase luminescence; 100% = proteasome inhibitor MG132 effect. reporter increase, % at 5 µM. actives 1.2% (n = 220,000);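 active means activation above the mean of all tested compounds plus 3 SD, set per screening run, cut at about 8.8% in these data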;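 further: cells exposed to compound for 20 h before luminescence read; 0% = DMSO alone and 100% = MG132 at 30 µM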
Thrombin inh = blocks human thrombin protease activity. alpha-thrombin, Boc-VPR-AMC fluorogenic substrate cleavage. inhibition, % at 5 µM. P00734. actives 0.26% (n = 220,000). AID 1046;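 active means inhibition at or above 40%; inactive means inhibition below 40%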;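 further: 0% = enzyme with no compound and 100% = wells without enzyme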
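signal = AMC fluorescence, 355/460 nm | material = human alpha-thrombin enzyme | control set = enzyme without compound as high, wells lacking enzyme as low | times = reaction at room temperature | read-out basis = percent inhibition scaled between no-compound controls and no-enzyme blanks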
14-3-3 Bad PPI = disrupts binding of bovine 14-3-3 zeta to phospho-Bad peptide. P63103. TR-FRET 14-3-3zeta/Dy647-pBad peptide displacement, 1 h. inhibition, % at 21.7 µM. actives 0.71% (n = 220,000);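 active means inhibition above about 70%, limit read from the data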;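 further: 0% = full 14-3-3 plus peptide FRET controls and 100% = background without 14-3-3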
Target sequence (P63103 whole entry, looked up): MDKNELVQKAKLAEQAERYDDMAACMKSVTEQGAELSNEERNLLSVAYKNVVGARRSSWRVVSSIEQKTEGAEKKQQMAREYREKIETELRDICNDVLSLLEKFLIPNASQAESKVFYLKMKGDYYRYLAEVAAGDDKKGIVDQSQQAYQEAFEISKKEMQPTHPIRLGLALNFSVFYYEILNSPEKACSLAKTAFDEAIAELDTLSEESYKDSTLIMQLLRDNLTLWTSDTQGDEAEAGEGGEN
FXIa inh = blocks human coagulation factor XIa protease activity; P03951; purified FXIa, Boc-Glu-Ala-Arg-AMC fluorogenic substrate; inhibition, % at 5 µM; actives 0.14% (n = 220,000); AID 798;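 active means inhibition of at least 40%; inactive means inhibition below 40%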;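 further: fluorescence of freed AMC excited at 355 nm; 0% = enzyme without compound and 100% = no enzyme blank; many of its hits are not listed in these tables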
Target sequence (P03951 19-387 limits assumed): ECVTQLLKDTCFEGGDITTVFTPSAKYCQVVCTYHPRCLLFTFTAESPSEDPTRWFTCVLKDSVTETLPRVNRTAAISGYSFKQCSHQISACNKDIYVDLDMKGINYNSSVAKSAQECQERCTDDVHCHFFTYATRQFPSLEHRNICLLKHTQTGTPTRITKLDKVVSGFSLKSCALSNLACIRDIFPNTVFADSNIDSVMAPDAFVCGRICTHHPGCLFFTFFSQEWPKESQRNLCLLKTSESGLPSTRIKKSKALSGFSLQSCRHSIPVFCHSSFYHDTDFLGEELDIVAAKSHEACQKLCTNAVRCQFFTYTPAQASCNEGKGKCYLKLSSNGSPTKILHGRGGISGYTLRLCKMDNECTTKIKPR
Target sequence (P03951 388-625 limits assumed): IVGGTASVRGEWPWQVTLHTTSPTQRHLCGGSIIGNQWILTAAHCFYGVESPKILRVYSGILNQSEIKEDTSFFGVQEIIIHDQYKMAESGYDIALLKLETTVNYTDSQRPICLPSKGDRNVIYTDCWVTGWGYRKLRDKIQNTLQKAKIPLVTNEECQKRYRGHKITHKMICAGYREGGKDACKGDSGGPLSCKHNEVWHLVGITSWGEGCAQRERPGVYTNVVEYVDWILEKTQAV
FXIIa inh 1536 = inhibitors of human coagulation factor XIIa; actives 0.3% (n = 220,000); inhibition, % at 5 µM; P00748; purified FXIIa, Boc-QGR-AMC fluorogenic substrate, 2 h; in the data active means inhibition above about 40%;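 further: 0% = enzyme with no compound and 100% = blank without enzyme; many of its hits are not listed in these tables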
Runt-SMMHC FRET = blocks binding of human RUNX1 Runt domain to CBFb-SMMHC. Q01196+Q13951. Cerulean-Runt/Venus-CBFb-SMMHC FRET ratio 530/480, 1 h. actives 0.74% (n = 220,000). AID 1434. inhibition, % at 20 µM;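 active means mean inhibition across duplicate retests at 20 µM reaching about 50%, limit read from the data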;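 further: 0% = DMSO wells and 100% = wells with excess untagged CBFb-SMMHC; inhibitors lower the FRET ratio by blocking Runt binding to CBFb-SMMHC; some results filed as inactive read as strong as hits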
Runt-CBFb FRET = Runt domain-CBFb interaction inhibition; inhibition, % at 20 µM; actives 0.46% (n = 220,000); AID 1496; Cerulean-Runt/Venus-CBFb FRET ratio 530/480, 1 h; Q01196+Q13951;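 active means inhibition over about 50% at 20 µM in the single-dose screen, limit read from the data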;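 further: 0% = DMSO wells and 100% = excess unlabeled CBFb competitor control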
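Measured by: fluorescence energy transfer, 422 nm excitation, 530/480 nm emission; test system: Cerulean-tagged RUNX1 Runt domain (FRET donor) fusion protein; buffer or medium: Tris pH 7.5 buffer with BSA; compound: one dose, 20 µM compound, 1% DMSO; times: two 1 h room-temperature incubations shielded from light; benchmarks: unlabeled CBFb 5 µM, positive control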
Hck-Nef inh = human Hck-Nef kinase inhibition | P08631 | Recombinant Hck-YEEI plus Nef, Z-Lyte FRET kinase assay | inhibition, % at 20 µM | actives 0.68% (n = 220,000) | AID 463187;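 active means Hck-Nef kinase inhibition above about 50%, limit read from the data; inactive means inhibition below that limit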;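 further: 0% = DMSO with Hck plus Nef and 100% = Hck alone without Nef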
KLK5 inh = inhibitors of human kallikrein 5; Q9Y337; recombinant hK5, fluorogenic AMC substrate cleavage; inhibition, % at 5 µM; actives 0.59% (n = 210,000);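 active means inhibition of 40% or more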;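 further: 0% = enzyme controls without compound and 100% = no-enzyme blanks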
Target sequence (Q9Y337 67-293 limits assumed): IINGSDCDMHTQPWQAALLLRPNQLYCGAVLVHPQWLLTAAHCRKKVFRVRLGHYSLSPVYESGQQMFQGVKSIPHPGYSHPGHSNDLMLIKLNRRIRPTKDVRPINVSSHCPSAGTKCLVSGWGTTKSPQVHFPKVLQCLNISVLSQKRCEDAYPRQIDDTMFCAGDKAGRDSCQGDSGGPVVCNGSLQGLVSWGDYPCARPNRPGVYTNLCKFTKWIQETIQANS
* marks the source's active call; other numbers are inactive results; nt = not tested or not shown; [ ] = dose if it differs, or a comment.

The opening 3 entries (preview)
Each structure is followed by: Runt-SMMHC FRET	FXIIa inh 1536	14-3-3 Bad PPI	Thrombin inh	Runt-CBFb FRET	Wee1 stabilizer	KLK5 inh	Hck-Nef inh	FXIa inh
- CCOc1ccc(NC(=S)NCCCn2ccnc2)cc1
→ -2	10	-8	-5	-1	6	-19	2	12
- Cc1sc2ccc3sccc3c2[n+]1C
→ 38	16	-11	-7	0	-1	6	1	11
- CCN(CC)S(=O)(=O)c1ccc(NC(=O)COc2c(OC)cccc2OC)cc1
→ -4	17	-5	5	-8	0	2	0	4

Main list, from the first entry:
Each structure is followed by: Runt-SMMHC FRET	FXIIa inh 1536	14-3-3 Bad PPI	Thrombin inh	Runt-CBFb FRET	Wee1 stabilizer	KLK5 inh	Hck-Nef inh	FXIa inh
- CCOc1ccc(NC(=S)NCCCn2ccnc2)cc1
→ -2	10	-8	-5	-1	6	-19	2	12
- Cc1sc2ccc3sccc3c2[n+]1C
→ 38	16	-11	-7	0	-1	6	1	11
- CCN(CC)S(=O)(=O)c1ccc(NC(=O)COc2c(OC)cccc2OC)cc1
→ -4	17	-5	5	-8	0	2	0	4
- N#C/C(=C/c1ccc(N2CCOCC2)o1)c1ccc(Cl)cc1
→ 8	18	7[fluorescence artefact?]	-6	17	-2	2	-2	3
- COc1ccc(CC(=O)Nc2ccc(C(C)=O)cc2)cc1
→ nt	7	-9	-7	nt	-2	-3	26	1
- COc1ccc2c(c1)CCc1c(C(=O)Nc3ccn(Cc4ccc(C)cc4)n3)noc1-2
→ -4	13	7	3	-2	2	0	5	1
- CN(C(=O)CSc1nc2cc([N+](=O)[O-])ccc2n1-c1ccc(F)cc1)C1CCS(=O)(=O)C1 (centres undefined)
→ 2	15	-1[fluorescence artefact?]	1	-4	1	-10	5	10
- CCOC(=O)N1CCN(C(=O)CCSCCc2ccncc2)CC1
→ 0	9	-6[fluorescence artefact?]	-5	-1	-2	-11	7	-6
- Cc1cccc(NC(=S)NC(=O)CC2CC(C)(C)OC2=O)c1 (centres undefined)
→ -2	14	-2	nt	-1	0	6	10	7
- O=C(Nc1ccc(Cc2ccncc2)cc1)C1CCC(N2C(=O)C3CC=CCC3C2=O)CC1 (centres undefined)
→ 1	4	-16	-8	-1	-3	-1	3	-4
- COc1ccc(-c2csc(NC(=O)Cn3nc(C)cc3C)n2)cc1
→ -1	14	-6	-3	-1	-2	-1	2	12
- COC(=O)C1C(=O)CC(C)(O)C(C(=O)OC)C1/C=C/c1ccccc1 (centres undefined)
→ -3	15	6	3	-1	-1	10	1	3
- Cc1cc(C)n(C(=O)c2ccc(Cn3nc(C)c(Br)c3C)o2)n1
→ -1	17	9	0	-2	3	-1	9	7
- Cc1ccc(Nc2nnc(C)c(=O)[nH]2)cc1
→ -1	8	-8	-5	1	1	-2	-9	-1
- COc1ccc2nc(C)cc(SCC(=O)NNC(=O)COc3ccccc3)c2c1
→ -2	13	2	4	-2	0	22	-1	2
- CC1CCN(C2CCN(C(=O)c3ccccc3F)CC2)CC1
→ 1	12	21	2	-1	2	-8	8	7
- CCCCN1C(=O)c2ccc(C(=O)NC3=NCCS3)cc2C1=O
→ -1	31	13	-3	0	-2	0	5	20
- c1ccc2[nH]c(-c3nc4ccccc4[nH]3)nc2c1
→ 2	10	26	-3	3	0	-13	2	0
- C(=N\N1CCN(Cc2ccccc2)CC1)/c1ccc(-c2ccccc2)cc1
→ 0	5	1	-2	2	-2	-5	18	-1
- Cc1ccc(C)c(N2CCN(S(=O)(=O)c3ccc4[nH]c(=O)c(=O)[nH]c4c3)CC2)c1
→ -4	-1	-4	-4	6	5	-17	5	-7
- O=C(c1ccc(N2C(=O)C3C4c5ccccc5C(c5ccccc54)C3C2=O)cc1)N1CCOCC1 (centres undefined)
→ -2	0	-13	-8	-2	-4	-17	3	0
- O=C1CCC(=O)N1CC(=O)N1c2ccccc2Sc2ccccc21
→ 0	8	-18[fluorescence artefact?]	1	0	3	2	2	1
- O=C(Cc1ccccc1)NC(c1ccco1)c1c(O)ccc2ccccc12 (centres undefined)
→ nt	2	-10	-19	nt	3	-5	17	-5
- COc1cc(-n2c(=O)c3ccccc3n(Cc3cccc(C)c3)c2=O)cc(OC)c1OC
→ 1	5	-3	3	-2	6	-7	14	-5
- Cc1ccc(CCNC(=O)C2CCCN(S(=O)(=O)c3c(C)noc3/C=C/N(C)C)C2)cc1 (centres undefined)
→ -2	9	6[fluorescence artefact?]	-3	-6	1	-28	5	2
- O=[N+]([O-])c1cc(C(F)(F)F)ccc1N1CCCC(O)C1 (centres undefined)
→ 2	12	-3	0	-1	3	4	22	-1
- Cc1nn(-c2ccccc2)c(C)c1/C=C/C(=O)OCC(=O)Nc1ncc(Cl)cc1Cl
→ -4	13	-23[fluorescence artefact?]	1	-2	0	-6	5	8
- O=C(COc1ccc(Cl)cc1Cl)NCCCn1ccnc1
→ 0	5	3	-4	3	-1	1	1	-4
- COc1ccc(S(=O)(=O)N2CCCCC2)cc1NC(=O)Cc1c[nH]c2ccccc12
→ 2	4	-2	-3	0	4	-11	-1	12
- COc1ccc(CCNC(=O)C(=O)NCc2ccc(C)cc2)cc1OC
→ -1	1	9	-4	0	-2	-1	2	-4
- CCc1nnc(NC(=O)C2CCN(S(=O)(=O)Cc3ccccc3)CC2)s1
→ 0	17	10	7	-1	2	14	1	9
- COc1ccc(-c2csc(Nc3ccccc3)[n+]2Cc2ccccc2)cc1
→ 0	9	-13	0	3	-1	3	17	1
- O=C(Nc1ccccc1-c1ccccc1)C1CCCN(c2ncccn2)C1 (centres undefined)
→ 2	28	-11	5	-2	-2	-5	0	10
- COC(=O)c1ccc(N2C(=O)CC(N(C)CCc3ccc(OC)c(OC)c3)C2=O)cc1 (centres undefined)
→ 4	-6	6[fluorescence artefact?]	-4	3	-1	-1	3	-3
- Cc1cc(C)cc(Oc2nc(C(F)(F)F)nc3ccccc23)c1
→ -3	5	-3	-16	-2	-2	-6	-2	-9
- Cc1ccccc1NC(=S)N(Cc1ccccn1)Cc1ccccc1Cl
→ -1	11	-3	-2	4	6	2	-1	-1
- COc1cccc(/C=N/n2c(SC)nnc2-c2ccccc2)c1O
→ 39	3	-18	1	-115	6	-7	-8	-1
- Oc1ccc(/C=N/Nc2nccnc2Cl)c(O)c1
→ -1	21	-5	3	-1	10*	-161	1	15
- CCn1cc(C(=O)NCC(C)C)c(=O)c2cc(F)c(N3CCN(C)CC3)cc21
→ 0	9	0	-2	0	2	2	20	2
- CCOc1ccc(-c2cc(C(=O)NN)[nH]n2)cc1
→ -2	16	-2[fluorescence artefact?]	-2	2	2	1	4	8
- CC(C)(C)N1CC(c2nc3ccccc3n2CCOc2ccccc2)CC1=O (centres undefined)
→ 0	24	-10	7	-1	2	-8	1	9
- CCCCNc1nc(=S)[nH]c2cc(OC)c(OC)cc12
→ -1	-2	-1	-2	2	2	-1	-3	-9
- COc1ccc(NC(=O)c2ccc(CN3CCN(c4ccccc4)CC3)cc2)cc1
→ -6	17	7	2	0	2	-19	1	2
- COc1cccc2cc(C(=O)N3CCN(c4ncccn4)CC3)c(=O)oc12
→ -1	6	8	-4	1	-3	-6	4	-5
- CCc1ccc(NC(=S)NCC2CCCN2CC)cc1 (centres undefined)
→ -5	1	-11	-11	6	-2	-3	24	-2
- O=C1CSC(c2ccc(F)cc2)N1c1nc2ccccc2s1 (centres undefined)
→ -51	14	-3	-5	-2	-2	-12	2	9
- O=C(NC1CCCCC1)N(Cc1cc2cc3c(cc2[nH]c1=O)OCCO3)CC1CCCO1 (centres undefined)
→ 3	8	1	-4	-3	-4	-9	2	-5
- O=C(Nc1ccccc1-c1ccccc1)c1cccc([N+](=O)[O-])c1
→ -5	14	-11	4	nt	3	-5	2	11
- O=C1CC(c2ccccc2)CC(O)=C1C=Nc1ccc(O)cc1 (centres undefined)
→ -3	0	-8	1	3	-1	-8	14	-3
- COc1ccc(CC(=O)NNc2ncnc3c2cnn3C)cc1OC
→ -1	-1	-3[fluorescence artefact?]	-11	-19	0	1	0	-8
- COc1ccccc1OCCSc1ncnc2nc[nH]c12
→ 2	2	6	-10	1	3	-26	1	-7
- CCOC(=O)C1(CC)NC(c2cccc(F)c2)C2C(=O)N(CC)C(=O)C21 (centres undefined)
→ 1	6	5	-5	-1	-2	-3	2	1
- COc1cc(C)c(CN2CCCCC2CO)cc1C (centres undefined)
→ 0	16	-15	3	-1	1	-8	0	2
- COC(=O)C(C(=O)OC)c1ccc(NC(=O)c2cccc(Cl)c2)cc1
→ -3	10	1	-6	-4	-1	-2	3	-1
- Cc1ccc(CN(Cc2cccnc2)C(=O)CN2C(=O)COc3ccccc32)o1
→ 3	20	0	2	4	-1	-4	1	9
- Cc1nn(-c2ccccc2)c(C)c1CN
→ -1	4	7	-13	-3	-3	-4	17	-4
- O=C(NC1Cc2ccccc2C1)c1cc(COc2ccc(F)cc2Cl)on1
→ -8	8	-5	0	-1	0	nt	10	2
- CC(NC(=O)CC1SC(N)=NC1=O)c1ccccc1 (centres undefined)
→ -1	0	0	-7	-1	-1	8	22	-4
- CCOC(=O)c1cn(CC(=O)Nc2cccc(Cl)c2)nn1
→ -6	11	-4	-25	2	-2	-1	14	-6
- CCCc1c(O)nc(SC2CC(=O)N(c3cc(OC)ccc3OC)C2=O)[nH]c1=O (centres undefined)
→ -1	17	-1	6	0	-1	3	-5	7

Next structures
Each structure is followed by: Runt-SMMHC FRET	FXIIa inh 1536	14-3-3 Bad PPI	Thrombin inh	Runt-CBFb FRET	Wee1 stabilizer	KLK5 inh	Hck-Nef inh	FXIa inh
- CCOC(=O)C1CCCN(CCC(=O)Nc2ccc(F)c(F)c2)C1 (centres undefined)
→ -3	14	42	2	0	-2	-3	1	4
- O=C1N/C(=C/c2ccc(N3CCOCC3)o2)C(=O)N1c1cccc(Cl)c1
→ 21	1	-15	1	32	0	-12	9	-6
- COc1ccc(NC(=O)COc2nc3ccccc3nc2N2CCOCC2)c(OC)c1
→ 0	-1	0	-6	-3	5	-7	8	-4
- CCOC(=O)Cn1c(=O)oc2cc(S(=O)(=O)N(C)c3cccc(C)c3)ccc21
→ 0	15	-2	2	-2	3	2	32	5
- Cc1ccc(CNC(=O)CCCC(=O)Nc2cc(C)on2)cc1
→ 1	5	-2	-6	0	-1	0	17	-1
- Nc1c(Cl)cnc(C(Cl)(Cl)Cl)c1Cl
→ -1	4	0	-6	-2	1	-1	13	-3
- COc1ccc(CCC(=O)N2CCN(S(=O)(=O)c3ccc4ccccc4c3)CC2)cc1
→ 2	11	12	-1	-4	-4	2	-2	-20
- Cc1occc1C(=O)NCCCCc1ccccc1
→ 3	-6	10	-5	2	7	-9	-2	6
- C/C(=N/NC(=O)CNC(=O)c1ccccc1)c1ccc(C)cc1
→ -33	8	-8	-7	0	1	2	23	-1
- COC(=O)C1C(=O)C=C(Nc2ccc(F)cc2)CC1c1ccc(OC)cc1 (centres undefined)
→ 3	-1	-7	-12	0	-2	-29	2	-5
- Cc1cc(=O)[nH]c2cc(Cl)ccc12
→ 2	-11	6	-3	-1	-1	-16	-4	-14
- CCOC(=O)CSc1nc2ccc(N3CCOCC3)cc2c(=O)n1Cc1ccc2c(c1)OCO2
→ 7	15	8	3	26	-3	-2	-4	6
